Tau fluor cs: counter-screen for tau fibril formation inhibitors | tau K18 P301L Alexa594 fluorescence, heparin fibrillization | Potency, µM (highest dose often 57.7 µM), without a hit: at the top dose activity change, negative = decrease | hit rate 0.93% among 280,000; note: % is set by controls: 0 for no effect and ±100 for the full control effect; nearly all actives have a fitted effect of over 55% in size
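Human K18 P301L tau (15 uM unlabeled plus 0.24 uM Alexa 594-labeled, final) in 100 mM sodium acetate pH 7 was mixed with compound and 20 uM heparin and incubated 6 hr at 37 C.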
GAA glycogen mod: inhibitors or activators of human alpha-glucosidase glycogen cleavage; P10253; AID 2100; recombinant GAA, glycogen substrate, Amplex Red glucose oxidase fluorescence; Potency, µM (titrated, usually from 76.4 µM), inactives show top-dose activity change, negative = inhibition, hits mostly inhibitors; hit rate 0.38% among 300,000;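 note: 0% = full enzyme reaction and -100% = no-enzyme basal signal; the screen sought inhibitors and activators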
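qHTS, 1536-well; enzyme 4 nM final; cpd up to 77 uM; substrate bovine liver glycogen 30 ug; 50 mM citrate/phosphate pH 5.0, 0.01% Tween-20; 37 C, 40 min; Amplex Red detection 45 min RT; Hill fit → AC50.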
Tau fibril ThT: inhibitors of human tau fibril formation, thioflavin T binding; Potency, µM (top dose mostly 57.4 µM), for the others: at the highest dose activity, negative = inhibition, hits mostly inhibitors; recombinant tau K18 P301L (four-repeat tau fragment), heparin-induced fibrillization, ThT fluorescence; P10636; hit rate 2.1% among 270,000; note: % is set by controls: 0 for no effect and ±100 for the full control effect; nearly all actives have a fitted effect of over 55% in size
Target sequence (P10636 561-689 P618L limits assumed): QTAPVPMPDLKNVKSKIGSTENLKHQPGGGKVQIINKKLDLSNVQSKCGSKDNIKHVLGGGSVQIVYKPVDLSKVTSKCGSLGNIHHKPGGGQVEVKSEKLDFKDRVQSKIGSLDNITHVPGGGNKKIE
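Heparin-induced (20 uM) aggregation of recombinant human K18 P301L tau, 15 uM unlabeled with 0.24 uM labeled, pH 7 acetate buffer, 6 hr at 37 C with compound. Fibrils quantified by 30 uM ThT fluorescence after 1 hr ambient incubation.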
GLA spleen mod: inhibits or activates alpha-galactosidase in human spleen homogenate. P06280. Potency, µM (top dose mostly 80 µM), for the others: at the top dose activity change, negative = inhibition, most hits filed as inhibitors. hit rate 0.008% among 240,000. human spleen homogenate, 4MU-alpha-Gal fluorescence, 40 min;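 note: 0% = enzyme with vehicle and -100% = no enzyme basal signal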
Target sequence (P06280 32-429 limits assumed): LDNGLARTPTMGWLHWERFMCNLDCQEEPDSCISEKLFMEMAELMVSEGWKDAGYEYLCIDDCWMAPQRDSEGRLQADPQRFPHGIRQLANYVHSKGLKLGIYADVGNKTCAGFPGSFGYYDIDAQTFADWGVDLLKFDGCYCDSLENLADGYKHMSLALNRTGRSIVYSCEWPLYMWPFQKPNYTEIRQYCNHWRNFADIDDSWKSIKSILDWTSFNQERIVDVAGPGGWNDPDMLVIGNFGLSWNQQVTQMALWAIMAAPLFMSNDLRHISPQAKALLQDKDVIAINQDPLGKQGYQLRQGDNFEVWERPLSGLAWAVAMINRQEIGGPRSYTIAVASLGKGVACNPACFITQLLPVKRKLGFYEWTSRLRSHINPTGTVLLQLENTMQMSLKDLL
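Fluorogenic readout (Ex 365/Em 440 nm) of 4-methylumbelliferone released from 1 mM 4-MU-alpha-galactoside by spleen homogenate, 40 min at 37C, pH 5.0. Data normalized to no-enzyme and enzyme controls; Hill-equation AC50 from compound titrations.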
HTT ATP protect: protects HTT-Q103 PC12 cells, measured by ATP | PC12 HTT-Q103 induced, cytoprotection, ATP luminescence, 40 h | Potency, µM (titrated, usually from 56.4 µM), for inactives: cytoprotection (ATP increase), actives largely listed as activators | hit rate 0.14% among 230,000 | AID 1471;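 note: % of control where 0% means no effect; nearly all actives have a fitted effect of over 45% in size; toxic huntingtin expression switched on by the ecdysone agonist tebufenozide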
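Compounds were screened for protection of PC12 cells against cell death after tebufenozide induction (100 nM final) of mutant Huntingtin exon 1 (Q103) fused to GFP.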
GAA inh: inhibitors of human lysosomal alpha-glucosidase; P10253; purified human GAA, 4-MU-alpha-glucoside fluorescence; Potency, µM (top dose mostly 76.9 µM), for inactives: top-dose activity change, negative = inhibition, actives largely listed as inhibitors; hit rate 0.005% among 200,000; AID 1466;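 note: plate controls were uninhibited enzyme wells for no effect and no-enzyme background for full effect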
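Fluorescence at Ex 365/Em 440 nm from 4-methylumbelliferone reported enzyme activity after 20 min at room temperature. Reactions used 4 nM enzyme and 400 uM substrate at pH 5.0; curves fitted with the Hill equation.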
GAA spleen mod: inhibitors or activators of human alpha-glucosidase in spleen homogenate; P10253; human spleen homogenate, 4-MU-alpha-glucoside fluorescence; Potency, µM (highest dose often 79.9 µM), for inactives: top-dose activity change, negative = inhibition, hits mostly inhibitors; hit rate 0.006% among 240,000;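 note: 0% = enzyme with vehicle and -100% = no enzyme basal signal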
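Enzyme source: human spleen homogenate, 1 ug/well. Buffer 50 mM citric acid/K phosphate pH 5.0, 0.01% Tween-20. 4-MU-alpha-glucoside 1 mM; 37 C x 40 min; NaOH/glycine stop; fluorescence.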
Tau fibril FP: inhibitors of human tau fibril formation. AID 1468. hit rate 0.39% among 280,000. P10636. K18 P301L tau heparin fibrillization, Alexa594 FP, 6 h. Potency, µM (top dose mostly 57.7 µM), without a hit: top-dose activity, negative = inhibition, actives largely listed as inhibitors; note: % is set by controls: 0 for no effect and ±100 for the full control effect; nearly all actives have a fitted effect of over 55% in size
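Read-out: fluorescence polarization of Alexa 594-labeled tau (0.24 uM), 555 nm excitation, 632 nm emission. Mixtures held 15 uM unlabeled K18 P301L, compound and 20 uM heparin, pH 7 acetate buffer, incubated 6 hr at 37 C.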
* hit, by the source's call; ? = inconclusive; . = no result given; & = joins results of further samples; [ ] = another dose, or the depositor's remark. Calls come from the whole dose curve; as a rule, active = well fitted curve in the direction sought with a large enough effect; inconclusive = small, poorly fitted or top-dose-only effect, or another doubt; inactive = no such curve, though single readings can be large; an effect the other way counts as inactive or inconclusive. Potency is the fitted concentration of half-maximal effect.

#1 Cc1ccc(C(=O)CSc2nccn2-c2ccccc2)cc1
#2 Cc1ccc(S(=O)(=O)/N=C(\CN2CCCCC2)N2CCOCC2)cc1
#3 COc1cc2nc(CN3C(=O)c4ccccc4C3=O)oc(=O)c2cc1OC
#4 Cc1c(Cl)cccc1Nc1ccccc1C(=O)O
#5 O=C1CCC(C(=O)O)(c2ccccc2)C1 (stereo not drawn)
entry no.	1	2	3	4	5
GLA spleen mod	2%	-15%	-6%	-1%	3%
Tau fibril ThT	-12%	5%	-4%	?	-9%
GAA spleen mod	-3%	-11%	-6%	-2%	1%
Tau fibril FP	-5%	3%	-1%	7%&-1%	-9%
Tau fluor cs	-5%	4%	1%	?	-11%
HTT ATP protect	-1%	-9%	4%	?	13%
GAA inh	-9%	2%	0%	-18%	-1%
GAA glycogen mod	-8%	10%	4%	12%	-12%

#6 CCOc1c(Br)cc(CNc2ccc(N3CCN(C(C)=O)CC3)cc2)cc1OC
#7 COc1ccc(C2CC(=O)C3=C(C2)NC(C)=C(C(=O)Nc2ccccc2C)C3c2coc3ccc(C)cc3c2=O)cc1OC (stereo not drawn)
#8 Cc1ccc(S(=O)(=O)CCC(=O)NCCN2C(=O)S/C(=C\c3ccccc3)C2=O)cc1
#9 O=C(CN1CCN(C/C=C/c2ccccc2)CC1)Nc1ccc(F)cc1F
#10 COCCNC(=S)NC1CC2CCC(C1)N2Cc1ccccc1 (stereo not drawn)
entry no.	6	7	8	9	10
GLA spleen mod	1%	5%	-1%	4%	1%
Tau fibril ThT	.	-11%	?	-5%	3%
GAA spleen mod	-1%	-3%	-3%	-8%	4%
Tau fibril FP	?	2%	-4%	-4%	2%
Tau fluor cs	?	-5%	-12%	1%	9%
HTT ATP protect	12%[10 µM]	-43%[inhibitor]	7%[10 µM]	-6%[10 µM]	-3%[10 µM]
GAA inh	.	-11%	-1%	2%	.
GAA glycogen mod	32µM*	-22%	15%	6%	-5%

Sorted by value in GAA inh (largest number first): three from the list above.
nr | smiles | Tau fibril ThT | GAA spleen mod | Tau fibril FP | GAA inh | GAA glycogen mod
9 | O=C(CN1CCN(C/C=C/c2ccccc2)CC1)Nc1ccc(F)cc1F | -5% | -8% | -4% | 2% | 6%
8 | Cc1ccc(S(=O)(=O)CCC(=O)NCCN2C(=O)S/C(=C\c3ccccc3)C2=O)cc1 | ? | -3% | -4% | -1% | 15%
7 | COc1ccc(C2CC(=O)C3=C(C2)NC(C)=C(C(=O)Nc2ccccc2C)C3c2coc3ccc(C)cc3c2=O)cc1OC (stereo not drawn) | -11% | -3% | 2% | -11% | -22%

Further structures follow:
#11 O=C(Nc1cccnc1)c1cnn2cccnc12
#12 O=C(COc1cccnc1[N+](=O)[O-])NCCc1ccccc1
#13 Clc1ccc(Nc2ccccc2)nn1
#14 COc1cccc(CNC(=O)c2cc(-c3ccc(Cl)s3)nc3ccccc23)c1
#15 Cc1sc2ncnc(NCC(c3ccco3)N3CCCC3)c2c1C (stereo not drawn)
entry no.	11	12	13	14	15
GLA spleen mod	-4%	-1%	-10%	.	2%
Tau fibril ThT	3%	3%	-9%	14%	-2%
GAA spleen mod	-7%	-2%	-5%	.	-6%
Tau fibril FP	8%	3%	10%	-8%	-6%
Tau fluor cs	6%	6%	-11%	-10%	-8%
HTT ATP protect	-14%[0.074 µM]	-34%	4%[10 µM]	.	3%
GAA inh	-10%	9%	1%	.	?
GAA glycogen mod	-8%	6%	4%	9%[76.3 µM]	8%

#16 COCCOC(=O)C1=C(C)Nc2nc(C)nn2C1c1ccccc1 (stereo not drawn)
#17 COCCNS(=O)(=O)c1cccc2cccnc12
#18 CC(=O)N1CCc2cc(S(=O)(=O)N3CCOCC3)ccc21
#19 O=C(CSc1nc2ccccc2c(=O)n1CCCN1CCOCC1)c1c[nH]c2ccccc12
#20 CCCCOCCCNC(=O)N[C@H](C(=O)O)C(C)CC (stereo partly drawn)
entry no.	16	17	18	19	20
GLA spleen mod	7%	-3%	-1%	-6%	-6%
Tau fibril ThT	0%	-11%	-5%	6%	-4%
GAA spleen mod	3%	0%	-2%	-1%	-5%
Tau fibril FP	-3%	-12%	5%	-15%	6%
Tau fluor cs	2%	-5%	-6%	?	-7%
HTT ATP protect	4%	-14%	0%[10 µM]	19%[10 µM]	17%[10 µM]
GAA inh	5%	-9%[15.4 µM]	-1%	0%	5%
GAA glycogen mod	0%	-6%	1%	5%	8%

#21 NC1=NC(=Nc2ccc(S(=O)(=O)N3CCOCC3)cc2)c2ccccc21
#22 CCN(CC)S(=O)(=O)c1cccc(NC(=O)COC(=O)C2CC3C=CC2C3)c1 (stereo not drawn)
#23 COC(=O)c1c(N=CN(C)C)c(C#N)c2n1CCCC2
#24 O=C(Nn1c(-c2ccc(Br)cc2)nc2ccccc2c1=O)c1cccnc1
#25 O=C(CN(Cc1ccccc1)C(=O)CCC(=O)Nc1ccccn1)NCc1ccco1
entry no.	21	22	23	24	25
GLA spleen mod	20%	-5%	2%	-1%	-4%
Tau fibril ThT	-9%	2%	-3%	-5%	-6%
GAA spleen mod	-5%	-1%	2%	-5%	-3%
Tau fibril FP	-1%	6%	1%	-9%	1%
Tau fluor cs	0%	-26%	1%	-8%	2%
HTT ATP protect	-14%[10 µM]	-25%	-8%	-25%	-1%[10 µM]
GAA inh	.	4%	-6%	2%	-2%
GAA glycogen mod	-8%	0%	0%	1%	-10%

#26 O=C(CCNS(=O)(=O)c1ccc(Br)s1)NCc1ccccc1
#27 COc1cc(CC(=O)Nc2ccc(S(=O)(=O)Nc3ncccn3)cc2)cc(OC)c1OC
#28 O=C(CSc1nccc(=O)[nH]1)Nc1ccc(F)c([N+](=O)[O-])c1
#29 Cc1ccc(OCC(=O)Nc2ccc(-c3nc4ncccc4o3)cc2)cc1
#30 O=C(NN1C(=O)C2C3c4ccccc4C(c4ccccc43)[C@@H]2C1=O)c1ccccc1 (stereo partly drawn)
entry no.	26	27	28	29	30
GLA spleen mod	2%	9%	-2%	2%	-6%
Tau fibril ThT	-8%	-2%	-18%	?	1%
GAA spleen mod	1%	0%	-2%	2%	1%
Tau fibril FP	-8%	5%	4%	-6%	7%
Tau fluor cs	-19%	2%	-14%	0%	6%
HTT ATP protect	-17%	4%	.	-29%[0.074 µM]	-1%[10 µM]
GAA inh	-2%	-2%	6%	-9%	-1%
GAA glycogen mod	11%	4%	-1%	-1%	2%

Of the compounds above, these contain a Cl atom:
#4 Cc1c(Cl)cccc1Nc1ccccc1C(=O)O
#13 Clc1ccc(Nc2ccccc2)nn1
#14 COc1cccc(CNC(=O)c2cc(-c3ccc(Cl)s3)nc3ccccc23)c1
entry no.	4	13	14
GLA spleen mod	-1%	-10%	.
Tau fibril ThT	?	-9%	14%
GAA spleen mod	-2%	-5%	.
Tau fibril FP	7%&-1%	10%	-8%
Tau fluor cs	?	-11%	-10%
HTT ATP protect	?	4%[10 µM]	.
GAA inh	-18%	1%	.
GAA glycogen mod	12%	4%	9%[76.3 µM]

The results go on.
#31 CCN1C(=O)N[C@@H](c2cccc(C(F)(F)F)c2)[C@H](C(=O)OC)[C@H]1C
#32 O=C(O)C1CCCN1C(=O)OCc1ccccc1 (stereo not drawn)
#33 O=C(Nc1onc2c1CCCC2)c1ccccc1
#34 CCC(=O)N1CCN(c2ccc(NC(=O)c3ccc([N+](=O)[O-])o3)cc2)CC1
#35 O=C(CN1CCN(c2ccc(Cl)cc2[N+](=O)[O-])CC1)N1CCOCC1
entry no.	31	32	33	34	35
GLA spleen mod	-6%[17.5 µM]	-1%	.	-2%	4%
Tau fibril ThT	-4%[11.5 µM]	-1%	-5%	3.2µM*	-11%
GAA spleen mod	4%[17.4 µM]	-6%	.	-3%	-1%
Tau fibril FP	7%[11.6 µM]	6%	-1%	5%	-3%
Tau fluor cs	-6%[11.6 µM]	0%	-12%	-22%	3%
HTT ATP protect	-9%[10 µM]	-11%	.	9%[10 µM]	-2%[10 µM]
GAA inh	.	-2%	.	9%	.
GAA glycogen mod	.	-4%	-3%[76.3 µM]	-14%	5%

#36 CC(=O)N=C1SC2CS(=O)(=O)CC2N1c1c(Cl)cccc1Cl (stereo not drawn)
#37 COC(=O)c1ccc(C(=O)OC)c(NC(=S)N2CC(C)CC(C)C2)c1 (stereo not drawn)
#38 Cc1nn(C)c(C(=O)NCc2ccc(Cl)cc2)c1Cl
#39 C=C(C)CNC(=S)NNC(=O)c1ccncc1
#40 COc1ccccc1C1CC(=O)Oc2cc3c(cc21)OCO3 (stereo not drawn)
entry no.	36	37	38	39	40
GLA spleen mod	1%	29%	-2%	-1%	0%[119 µM]
Tau fibril ThT	1%	-14%	2%	1%	?
GAA spleen mod	0%	15%	-4%	-3%	6%[119 µM]
Tau fibril FP	4%	-4%	0%	1%	-5%[81.3 µM]
Tau fluor cs	-6%	-24%	7%	0%	-21%[81.3 µM]
HTT ATP protect	8%	.	34%[10 µM]	.	-21%
GAA inh	3%	2%	-10%	0%	.
GAA glycogen mod	-13%	3%	6%	-26%	.

#41 O=C(/C=C/c1ccc(Br)cc1)c1ccco1
#42 COc1ccc(NC(=S)NCc2ccccn2)cc1OC
#43 CCc1nnc(NC(=O)C2CCCN(S(=O)(=O)c3ccc(OC)cc3)C2)s1 (stereo not drawn)
#44 Cc1oc(-c2cccs2)nc1CSCC(=O)NC1CC1
#45 c1ccc(-c2csc(Nc3ccc4c(c3)OCCO4)n2)cc1
#46 COc1ccc(CCn2c(-c3ccccc3)nc3c(c(=O)c4ccccc4n3C)c2=O)cc1
#47 CN(C)CCCNC(=O)CCc1ncc(C(F)(F)F)cc1Cl
entry no.	41	42	43	44	45	46	47
GLA spleen mod	12%	3%	-6%	-7%	-9%	5%	-1%
Tau fibril ThT	?	12%	-17%	-4%	13µM*	-6%	-4%
GAA spleen mod	4%	-2%	1%	-4%	-1%	-8%	2%
Tau fibril FP	?	11%	-3%	1%	-6%	-3%	?
Tau fluor cs	13%	12%	-12%	-2%	14µM*[quencher]	9%	-9%
HTT ATP protect	11%[10 µM]	-30%	?	8%	-51%[inhibitor]	-21%[10 µM]	-12%
GAA inh	0%	7%	7%	3%	-4%	5%	-8%
GAA glycogen mod	-2%	-22%	12%	15%	?	-3%	5%
